OXTR ag = human OXTR agonism; P30559; CHO-OTR cells, Fluo-8 calcium fluorescence; normalized: DMSO 0%, oxytocin 100%; activation, % at 3 µM; 320,000 compounds, 0.32% hits; AID 2435;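 active = activation above the mean of all tested compounds plus 3 SD, cutoff set per screening run, cut at about 20% in these data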;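 also: peak over basal fluorescence ratio from a 100 s FLIPR kinetic read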
CHRM1 antagonist = antagonists of human M1 muscarinic receptor; P11229; CHO-K1 hM1, Fluo-8 calcium fluorescence, ACh EC80 antagonist; inhibition, % at 3 µM; 360,000 compounds, 1.3% hits; AID 588852;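 active = percent inhibition above its own plate's cutoff, namely the mean of that plate's compound wells plus 3 SD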;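 also: peak over basal fluorescence ratio during 140 s after agonist addition; 0% = ACh EC80 plus DMSO and 100% = DMSO alone without agonist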
OXTR potentiate = potentiates the human oxytocin receptor response. 320,000 compounds, 0.061% hits. AID 2445. activation, % at 3 µM. CHO-OTR cells, Fluo-8 calcium fluorescence, potentiator mode; 0% = oxytocin EC15, 100% = EC100;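 active = activation above that plate's cutoff, the mean activation of tested compounds plus 3 SD, cut at about 6.6% in these data, passing the limit was not always enough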;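 also: 100% uses oxytocin at 75 nM as the full agonist control; some results filed as inactive read as strong as hits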
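Dosing: Single dose, 3.0 µM nominal final compound concentration | Material: Human OTR in CHO cells | Technique: Kinetic Fluo-8 calcium fluorescence | Benchmarks: EC15 oxytocin alone as 0%, 75 nM oxytocin as 100% | Probe or stimulus: Oxytocin at about EC15, sub-maximal agonist stimulus | Incubation: Compound 6 min at room temperature before oxytocin, 100 s read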
V1aR counter = counter-screen for oxytocin receptor agonists: human V1a receptor agonists. 320,000 compounds, 0.25% hits. CHO-V1R cells, Fluo-8 calcium fluorescence, agonist mode; 0% DMSO, 100% 3 nM vasopressin. P37288. AID 2797. activation, % at 3 µM;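 active = activation above the mean activation of all tested compounds plus 3 SD, per screening run, cut at about 20% in these data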;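 also: signal is peak over basal fluorescence ratio across a 100 second FLIPR read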
Target sequence (P37288 whole entry, looked up): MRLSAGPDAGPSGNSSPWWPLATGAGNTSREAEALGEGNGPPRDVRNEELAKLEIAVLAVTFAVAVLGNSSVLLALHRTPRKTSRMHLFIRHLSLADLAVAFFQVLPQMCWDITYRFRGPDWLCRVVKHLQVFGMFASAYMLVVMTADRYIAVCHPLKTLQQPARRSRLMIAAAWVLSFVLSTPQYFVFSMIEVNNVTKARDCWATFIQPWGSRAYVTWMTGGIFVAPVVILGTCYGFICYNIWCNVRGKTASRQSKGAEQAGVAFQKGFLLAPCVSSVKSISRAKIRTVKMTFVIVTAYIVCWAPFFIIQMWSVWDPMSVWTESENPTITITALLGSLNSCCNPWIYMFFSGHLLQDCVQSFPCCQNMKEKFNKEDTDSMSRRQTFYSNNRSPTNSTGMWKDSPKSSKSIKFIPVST
TAAR1 agonist = human TAAR1 agonism | CHO RD-HGA16 TAAR1, Fluo-8 calcium fluorescence; vehicle wells 0%, saturating PEA agonist 100% | activation, % at 3 µM | 360,000 compounds, 0.99% hits;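 active = activation above the mean activation of all test compounds in the run plus 3 SD, cut at about 38% in these data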
Target sequence (Q96RJ0 whole entry, looked up): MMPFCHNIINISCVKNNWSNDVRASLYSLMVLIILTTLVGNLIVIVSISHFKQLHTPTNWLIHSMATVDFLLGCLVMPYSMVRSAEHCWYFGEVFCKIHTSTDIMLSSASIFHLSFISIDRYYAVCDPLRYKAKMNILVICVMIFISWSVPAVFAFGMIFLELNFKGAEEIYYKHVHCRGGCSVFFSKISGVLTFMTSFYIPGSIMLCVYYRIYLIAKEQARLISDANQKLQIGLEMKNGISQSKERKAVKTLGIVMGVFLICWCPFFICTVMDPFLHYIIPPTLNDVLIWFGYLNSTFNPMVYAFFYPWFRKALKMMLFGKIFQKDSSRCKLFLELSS
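Assay system: CHO-derived RD-HGA16 cells with stable Gα16 and human TAAR1; timing: 17-24 h seeding, 75 min 37 °C dye, 30 min RT; read-out: % activation from peak over basal fluorescence ratio, DMSO-to-PEA scaled; measured by: kinetic Fluo-8 calcium fluorescence; benchmarks: low control DMSO, high control PEA (EC100); doses: 3 µM single concentration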
TAAR1 antag = antagonists of human TAAR1. Q96RJ0. CHO RD-HGA16 TAAR1, Fluo-8 calcium fluorescence, antagonist. inhibition, % at 3 µM. 360,000 compounds, 1.5% hits. AID 624466;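 active = inhibition above a per-plate cutoff, the mean inhibition of test compounds on that plate plus 3 SD, cut at about 49% in these data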;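 also: 0% = DMSO plus EC80 beta-PEA response and 100% = DMSO alone without agonist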
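Material: CHO RD-HGA16 cells bearing hTAAR1; compound dosing: one-point dosing, 3 µM nominal final; schedule: dye loading 75 min at 37 °C, then 30 min room temperature; measured by: calcium fluorescence with Fluo-8; control set: vehicle and agonist controls; replication: n of 1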
CHO parental Ca = counter-screen for OX1R antagonists: effect in parental CHO cells; parental CHO-K1, ATP-induced calcium, Fluo-8 fluorescence; inhibition, % at 5.6 µM; 330,000 compounds, 0.63% hits; AID 463079;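 active = inhibition above that plate's mean sample inhibition plus 3 SD, cut at about 26% in these data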;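 also: 0% = ATP-challenged DMSO wells and 100% = DMSO wells without ATP; some compounds past the cut are filed as inactive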
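Material: parental CHO cells / Compound: single nominal dose of 5.6 µM per compound / Signal: Fluo-8 fluorescence / Replicates: singlicate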
CHRM1 PAM = positive allosteric modulators of human M1 muscarinic receptor; CHO-K1 hM1, Fluo-8 calcium fluorescence, ACh EC20; 0% = ACh EC20, 100% = maximal ACh; activation, % at 3 µM; 360,000 compounds, 0.088% hits; in the data active = activation above about 19%, passing the limit was not always enough
M1 ag = activates human CHRM1 receptor. P11229. CHO-K1 hM1, Fluo-8 calcium fluorescence, agonist mode; 0% DMSO, 100% acetylcholine EC100. activation, % at 3 µM. 360,000 compounds, 0.33% hits. AID 588814;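 active = activation above the run's mean compound activation plus 3 SD, cut at about 16% in these data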;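 also: peak over basal fluorescence ratio within a 140 s kinetic read after compound addition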
Active calls of the source: *; · = no result given.

molecule	OXTR ag	CHRM1 antagonist	OXTR potentiate	V1aR counter	TAAR1 agonist	TAAR1 antag	CHO parental Ca	CHRM1 PAM	M1 ag
CC(=O)c1cccc(NC(=O)Nc2ccccc2)c1	4.0	-16	-17	6.1	28	17	2	19	5
N=c1oc2cc(O)ccc2cc1C(=O)Nc1ccccn1	0.5	·	-7	0.4	·	·	3	·	·
O=C(Nc1cccc(S(=O)(=O)N2CCOCC2)c1)c1cnccn1	0.6	2	3	0.7	6	13	-10	-5	-5
Cn1cc(S(=O)(=O)NC2CCCC2)c(=O)n(C)c1=O	-0.5	-12	-2	-0.7	3	-6	-5	4	-2
COc1ccccc1C/C(N)=N/OC(=O)c1cccc([N+](=O)[O-])c1C	-1.9	2	-5	0.3	10	-13	-20	-9	-7
CCS(=O)(=O)N1CCN(c2ccc([N+](=O)[O-])c(NCC3CCCO3)c2)CC1 (configuration not stated)	-1.6	7	-10	-0.1	2	8	-12	0	-4
Cc1ccc2nc(SCC(=O)Nc3ccc(Br)cc3)nc(=O)n2c1	0.8	5	-7	0.8	12	-17	-12	2	2
CCCNC(=O)C1(C)CCN(C(=O)c2cc(C)nn2C(C)(C)C)C1 (configuration not stated)	·	-3	·	·	7	-16	·	-2	-5
Cc1cc(C)c2c(C)[nH]nc2n1	0.9	-19	-4	0.3	2	-21	0	17	1
COc1ccc(N2C(=O)CC(NCc3cccc(F)c3)C2=O)cc1 (configuration not stated)	0.5	-7	-14	0.2	14	-4	-3	5	-2
Cc1ccc(NNC(=O)CCc2ccccc2)c(C)c1	-1.2	-2	-2	-1.0	2	-21	5	2	-5
COc1cccc(NC2c3ccccc3C(=O)N2Cc2ccco2)c1 (configuration not stated)	-1.6	-8	-4	-0.4	0	-5	2	0	-6
Cc1cccn2c(=O)c(C(=O)NCCCN3CCCCC3C)c(O)nc12 (configuration not stated)	-0.9	6	-5	0.4	0	9	21	0	-6
CC(C)c1ccc(NC(=O)N(CCc2nc3ccccc3[nH]2)C2CCCC2)cc1	-2.6	3	-3	-0.8	4	54*	-18	0	-3
CCC(C)N(C(=O)COC(=O)CN=C1NS(=O)(=O)c2ccccc21)C1CCS(=O)(=O)C1 (configuration not stated)	0.7	-10	-3	0.4	8	-6	-1	11	-4
CCCN1c2cccc3cccc(c23)S1(=O)=O	-1.9	-3	-3	-2.4	9	8	-13	-8	-4
CC(=O)c1nn(-c2ccc(C)cc2)cc1C(=O)c1cccc(Br)c1	0.0	-8	-2	2.1	-1	-2	-5	11	0
CC1(C)CC(=O)N(CC(=O)N2CCN(c3ncccn3)CC2)c2ccccc2S1(=O)=O	-0.1	-7	-18	-0.1	1	17	1	6	-3
CC(C)Nc1c(N)c(=O)oc2ccccc12	-0.1	-22	-4	-0.1	2	14	-19	2	-8
COC(=O)CN(c1ccc(F)cc1)S(=O)(=O)c1ccccc1	-1.2	-4	3	1.2	-1	23	-5	2	-1
CCOc1ccc(C(=O)NC2CCN(C(=O)N3CCCC3)CC2)cc1	0.9	-6	-1	0.2	13	-1	-12	11	-2
Cc1nnsc1C(=O)Nc1ccc(S(=O)(=O)N2CCC(C)CC2)cc1	11	0	-10	13	8	0	-9	1	3
Cc1ccccc1/C(N)=N/OC(=O)N1c2ccccc2Sc2ccccc21	-1.3	-7	0	-0.3	-3	-9	-18	1	-8
C[C@H](CO)N1C[C@H](C)[C@@H](CN(C)S(C)(=O)=O)Oc2ccc(NC(=O)c3ccncc3)cc2C1=O	0.7	5	5	1.8	13	14	-8	-5	-4
CC(=O)c1c(C)oc2ccc(NS(=O)(=O)c3ccccc3)cc12	5.9	20	1	4.4	1	4	0	-11	-2
O=C1NC(Cc2ccccc2)c2nc3cc(F)ccc3c(=O)n2-c2cc(Cl)ccc21 (configuration not stated)	4.5	·	3	1.7	72*	24	-32	·	·
O=C(NCCN1CCOCC1)C1CCN(S(=O)(=O)N2CCCC2)CC1	-0.4	0	-5	-0.1	7	-8	-5	8	-9
CC1=CC(=O)[C@H]2C(C)(C)CCC[C@]2(C)[C@@]1(O)CO	0.3	21	0	0.6	1	0	-3	-13	-4
Cc1cc(C)nc(NC(=O)C(C)N2C(=O)c3ccccc3C2=O)n1 (configuration not stated)	3.0	-1	-20	1.8	6	3	-1	1	-1
COc1cccc(C(=O)COc2ccc3c(C)cc(=O)oc3c2)c1	·	-8	·	·	4	1	·	3	-5
O=C(N/N=C1\CCc2ccccc21)c1ccc(O)cc1	0.3	-7	-2	0.3	5	-15	-14	11	-1
Cc1ccc(Nc2nc(N)nc(CN3CCN(C(=O)c4ccco4)CC3)n2)cc1Cl	-2.7	-9	-11	-1.2	18	-8	-28	7	0
CCn1c(=O)c(C(=O)NCc2cccnc2)c(O)c2ccccc21	0.1	-8	-3	0.4	7	7	-18	3	-4
Cc1nc2ccccc2nc1OCC(=O)Nc1ccc(F)cc1	0.7	-5	-3	-0.6	20	7	0	10	-6
CN(C)CC(O)COC(c1ccccc1)c1ccccc1 (configuration not stated)	0.8	39*	11*	2.7	3	3	-3	-34	-10
COC(=O)C1(NC(=O)NC2CCCCC2)CCCCC1	0.0	-10	-7	3.0	2	-23	8	7	-2
CC(=O)c1cccc(N2C(=O)CC(N3CCN(S(=O)(=O)c4ccccc4F)CC3)C2=O)c1 (configuration not stated)	0.6	-6	-4	2.2	3	-13	-5	5	-1
Cc1cc(C)cc(-c2nnc(SCC(=O)N3CCN(C(=O)c4ccco4)CC3)o2)c1	-0.6	-15	-4	0.6	7	9	-24	-3	-2
O=c1[nH]cc(CCCc2ccccc2)c(=O)[nH]1	·	-6	·	·	0	7	·	9	-1
COc1ccc(CNC(=O)COc2cccnc2[N+](=O)[O-])cc1OC	0.0	-15	-15	1.9	1	-17	-7	22	3
COc1ccc(CCNS(=O)(=O)c2cccc3cccnc23)cc1OC	-0.2	0	2	1.4	0	-1	-6	4	0
COc1cc(CNCCCN2CCOCC2)cc(Br)c1OCC(=O)N1CCCCC1	0.8	1	-7	-0.1	1	-15	-7	-1	-5
CN(C)c1ccc(C(=O)NC2(N3CCC3=O)CCCC2)cc1	0.7	0	-12	0.8	9	1	-21	5	-2
O=C(NCCc1ccccc1)C(=O)NCC1CCCO1 (configuration not stated)	-0.9	-34	-5	-0.8	5	-20	13	11	-2
Cc1cccc(Nc2nc(N)nc(CSC(=S)N3CCOCC3)n2)c1	-1.2	-15	1	0.1	3	-9	-4	6	-3
CCOc1ccc(-c2cc3nc(C4CCN(C(=O)OC(C)(C)C)CC4)c(C(=O)O)cn3n2)cc1	-1.7	3	-2	-0.2	1	14	-16	-5	-14
COc1ccc(-c2ccc([C@H]3[C@@H]4C=CCC[C@@]4(C)C(=O)N3Cc3ccccc3)c(F)c2)cc1	0.7	-15	2	1.6	0	-8	-30	11	-3
CCOC(=O)N1CCC(n2c(SCC(=O)NCCc3ccc(S(N)(=O)=O)cc3)nc3ccccc3c2=O)CC1	0.0	-3	1	0.2	1	9	8	3	-2
CC1CCCN(c2nc3ccccc3nc2C(C#N)S(=O)(=O)c2cccs2)C1 (configuration not stated)	19	-5	-14	1.5	7	2	3	3	-3
CCOC(=O)CSC1=N/C(=C\c2cc(OC)c(OC)c(OC)c2)C(=O)N1C	2.4	2	-10	3.1	19	26	-9	-6	-6
CSc1ncccc1C(=O)OCC(=O)c1ccc(Cl)s1	·	-6	·	·	0	-22	·	-3	-5
O=C1CN(C(=O)COC(=O)c2ccccc2O)c2ccccc2N1	0.4	-11	4	-0.3	5	-34	-6	3	-2
CCOc1cc(C(=O)NCC(C)(C)CNC(=O)c2cc(OCC)c(OCC)c(OCC)c2)cc(OCC)c1OCC	-2.2	-8	-4	-1.1	-4	-52	-49	0	-7
N#CCC(=O)c1ccccc1Oc1ccc(Cl)cc1	0.2	-10	-16	0.6	4	-9	-6	9	-3
CCO[C@@H]1OC(C(=O)NCc2ccccc2)=C[C@H](c2ccc3c(c2)OCO3)[C@H]1CCCO	-0.6	10	1	1.4	10	-11	-17	-8	-10
CCCC(=O)N(c1ccc2oc(=O)sc2c1)S(=O)(=O)c1ccccc1	-0.5	-39	-2	0.0	11	7	7	9	4
Cc1cc(NS(=O)(=O)c2ccc(NC(=S)NCc3ccccc3)cc2)no1	0.3	8	2	1.0	19	-4	-3	-6	-6
COc1ccc(Cn2ccnc2CO)cc1[N+](=O)[O-]	0.8	-2	-4	1.5	6	2	-1	7	-11
O=C(Cn1c(=O)oc2ccccc21)Nc1ccc(Cl)cc1Cl	0.2	8	-18	2.8	-1	-21	-7	-8	-3
O=C(O)c1cc(-c2ccccc2)n(-c2ccccc2)n1	0.8	-7	-6	-0.4	2	-10	-11	6	-3

4 entries drawn at random from those above, as already listed:
molecule	OXTR ag	CHRM1 antagonist	OXTR potentiate	V1aR counter	TAAR1 agonist	TAAR1 antag	CHO parental Ca	CHRM1 PAM	M1 ag
COc1ccc(Cn2ccnc2CO)cc1[N+](=O)[O-]	0.8	-2	-4	1.5	6	2	-1	7	-11
CCO[C@@H]1OC(C(=O)NCc2ccccc2)=C[C@H](c2ccc3c(c2)OCO3)[C@H]1CCCO	-0.6	10	1	1.4	10	-11	-17	-8	-10
CSc1ncccc1C(=O)OCC(=O)c1ccc(Cl)s1	·	-6	·	·	0	-22	·	-3	-5
O=C(O)c1cc(-c2ccccc2)n(-c2ccccc2)n1	0.8	-7	-6	-0.4	2	-10	-11	6	-3

(cont.)
molecule	OXTR ag	CHRM1 antagonist	OXTR potentiate	V1aR counter	TAAR1 agonist	TAAR1 antag	CHO parental Ca	CHRM1 PAM	M1 ag
O=S(=O)(Cc1ccccc1)CS(=O)(=O)Cc1ccccc1	·	-15	·	·	3	-31	·	9	7
CC(C)(C)c1ccc(C(=O)O)c(C(=O)c2ccccc2)c1	0.5	-4	-2	0.8	9	-16	-3	7	-3
COc1cc(C(=O)N/C(=C\c2cn(C)c3ccccc23)C(=O)N2CCN(C)CC2)cc(OC)c1OC	·	-8	·	·	1	-10	·	7	-4
CC1(C)C2([N+](=O)[O-])CN3CC1([N+](=O)[O-])CN(C2)C3C(O)C(O)C(O)CO (configuration not stated)	1.9	-9	1	1.2	1	-34	9	6	-4

Screening data (PubChem BioAssay)

Hits appear at their usual frequency. Share with any hit: about 3.7%.
